# GASC1 inh: inhibitors of GASC-1 (KDM4C) histone demethylase, primary screen, biochemical, single concentration HTS; inhibition, % at 12.5 µM; AID 720574, 2013; Lysine-specific demethylase 4C (Homo sapiens), Q9H3R0; 96,000 tested, 0.15% active; GST-KDM4C 2-372, H3K9me3 peptide, LANCE TR-FRET;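 active = mean replicate inhibition above about 25%, with at least 55% of replicates also reaching it, limit read from the data, passing the limit was not always enough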
# Target sequence (Q9H3R0 2-372 limits assumed): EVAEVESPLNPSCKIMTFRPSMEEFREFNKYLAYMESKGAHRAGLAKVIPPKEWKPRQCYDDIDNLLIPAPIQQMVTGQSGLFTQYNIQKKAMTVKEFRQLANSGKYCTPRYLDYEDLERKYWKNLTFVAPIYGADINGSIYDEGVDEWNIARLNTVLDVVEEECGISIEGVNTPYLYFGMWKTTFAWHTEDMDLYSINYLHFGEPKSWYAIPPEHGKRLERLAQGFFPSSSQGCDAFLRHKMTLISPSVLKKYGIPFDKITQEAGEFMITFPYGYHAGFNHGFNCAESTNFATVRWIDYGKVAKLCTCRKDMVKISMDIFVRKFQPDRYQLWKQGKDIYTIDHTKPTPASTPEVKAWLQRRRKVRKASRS
#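 Test system: N-terminal GST-fused human GASC-1 (KDM4C) fragment, residues 2-372; quantity: GASC-1 enzyme at 10 nM final in reaction; dosing: single dose; schedule: 30 min demethylation and 1 h detection at room temperature; signal: LANCE TR-FRET, excitation 340 nm, emissions 618 and 671 nm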
# Pf Dd2 inh: P. falciparum Dd2 growth inhibitors, primary screen, SYBR Green fluorescence, single dose replicates | 72 h; stronger effect = lower value | activity change, % at 10 µM | 94,000 tested, 2.3% active | AID 1159554, 2015; in the data active = activity change below about -80%
# C diff HTS: C. difficile growth inhibitors, primary screen, HTS | Clostridium difficile clinical isolate growth, OD600, 24 h; stronger effect = lower value | growth activity, negative = inhibition, % at 16 µg/mL (by protocol) | 86,000 tested, 0.25% active;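 active = mean growth activity at or below -80% and every replicate also at or below -80%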;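 also: 0% = DMSO wells and -100% = levofloxacin 16 µg/mL wells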
# T cruzi growth: T. cruzi intracellular proliferation inhibitors, primary screen, cell-based, beta-gal Tulahuen parasites, NIH3T3 host, luminescence | T. cruzi beta-gal in NIH3T3, GalScreen luminescence, 90 h | inhibition, % at 8.34 µM | 77,000 tested, 5.9% active;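 active = mean inhibition above about 93%, with at least 55% of replicates each passing it, limit read from the data, passing the limit was not always enough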
# Active calls of the source: *; x = no result given; & = joins results of further samples.
SMILES,GASC1 inh,Pf Dd2 inh,C diff HTS,T cruzi growth
CNC(=O)C[C@@H]1CC[C@H]2[C@@H](COC[C@H](O)CN2C(=O)Nc2ccc3c(c2)OCO3)O1,2.9,3,1&-3,x
O=C(N[C@@H]1CC[C@@H](CC(=O)N2CCN(c3ccccc3)CC2)O[C@H]1CO)c1ccccc1,-0.5,5,x,33
CCCNC(=O)Nc1ccc2c(c1)OC[C@H](C)N(CC1CCCC1)C[C@@H](C)[C@H](OC)CN(C)C2=O,0.2,-45,3,39
O=S(=O)(c1cccc(F)c1)N1CC[C@@H]2[C@H](CO)Nc3ccc(C#Cc4cccc(F)c4)cc3[C@@H]21,-0.2,7,-7,16
CNC[C@H]1Oc2ccc(NS(C)(=O)=O)cc2C(=O)N([C@@H](C)CO)C[C@@H]1C,-1.5,11,-2,38
C[C@@H]1CN([C@@H](C)CO)C(=O)c2cccc(NC(=O)C3CCCCC3)c2O[C@H]1CN(C)Cc1ccc(Oc2ccccc2)cc1,0.5,-67,x,104
COc1ccc(S(=O)(=O)Nc2ccc3c(c2)C(=O)N([C@@H](C)CO)C[C@H](C)[C@H](CN(C)C(=O)NC2CCCCC2)O3)cc1,9.2,4,x,-43
C[C@H]1CN([C@@H](C)CO)C(=O)c2cccc(NC(=O)CCCCCC(=O)Nc3ccccc3N)c2O[C@H]1CN(C)Cc1ccc(C(F)(F)F)cc1,-0.8,-85*,7,x
CCc1cnc(N2[C@@H](C#N)[C@@H](c3ccccc3)[C@@H]2CO)s1,0.3,15,-7,-3
C[C@@H]1CN([C@H](C)CO)C(=O)c2cccc(NC(=O)C3CCOCC3)c2O[C@@H]1CN(C)Cc1ccc(C(=O)Nc2ccccc2N)cc1,-3.4,3,5,81
C[C@@H]1CN([C@@H](C)CO)C(=O)c2cc(NC(=O)CCC(F)(F)F)ccc2O[C@@H](C)CCCCO[C@H]1CN(C)Cc1ccncc1,2.6,x,1,15
COc1ccc(S(=O)(=O)Nc2ccc3c(c2)C(=O)N([C@H](C)CO)C[C@@H](C)[C@@H](CN(C)S(=O)(=O)c2ccc(C)cc2)OCCCC[C@H](C)O3)cc1,0.9,-81*,x,x
C[C@H]1CN([C@@H](C)CO)S(=O)(=O)c2ccc(/C=C/c3ccccc3)cc2O[C@@H]1CN(C)C(=O)NC1CCCCC1,-2.1,-4,28,x
COCC(=O)N(C)C[C@@H]1Oc2cc(C#CC(C)(C)O)ccc2S(=O)(=O)N([C@H](C)CO)C[C@H]1C,0.9,6,-4,x
CCCNC(=O)N1[C@@H]2CNC[C@H]1C2c1ccc(-c2cccc(C)c2)cc1 (some centres not stated),-0.5&0.1,10&-18,-5&-6,x
O=C(c1ccc(F)cc1)N1CCCCN2[C@@H](CO)[C@H](c3ccc(C#CC4(O)CCCC4)cc3)[C@@H]2C1,1.8,-3,-6,62
CC(C)C#Cc1ccc2c(c1)O[C@H](CN(C)Cc1cncnc1)[C@@H](C)CN([C@@H](C)CO)S2(=O)=O,x,-29,-6,91
C[C@H]1CN([C@@H](C)CO)C(=O)c2cc(NC(=O)Nc3ccc(C(F)(F)F)cc3)ccc2O[C@@H]1CN(C)Cc1ccc(C(=O)Nc2ccccc2N)cc1,0.2,-93*,x,-97
C[C@H](CO)N1C[C@H](C)[C@H](CN(C)C(=O)Nc2ccc3c(c2)OCO3)Oc2ccc(NC(=O)Cc3ccccc3)cc2C1=O,-1.2,3,-2,32
C[C@@H]1CN([C@@H](C)CO)C(=O)c2cc(N(C)C)ccc2O[C@@H](C)CCCCO[C@@H]1CN(C)C(=O)Nc1ccc(F)cc1,1.3,-64,-2,36
C[C@@H]1CN([C@H](C)CO)S(=O)(=O)c2ccc(C3=CCCCC3)cc2O[C@H]1CN(C)C(=O)C1CCC1,-0.5,-13,9,59
COc1ccc(NC(=O)Nc2ccc3c(c2)C(=O)N([C@@H](C)CO)C[C@@H](C)[C@@H](CN(C)C(=O)CCC(F)(F)F)OCCCC[C@H](C)O3)cc1,0.3,-25,-4,49
C[C@@H]1CN([C@H](C)CO)C(=O)c2cc(NS(=O)(=O)c3cn(C)cn3)ccc2O[C@@H](C)CCCCO[C@H]1CN(C)C(=O)Nc1ccc2c(c1)OCO2,-0.1,11,2,x
C[C@@H]1CN([C@@H](C)CO)C(=O)Cc2cc(NC(=O)Cc3ccccc3)ccc2O[C@H]1CN(C)Cc1ccc(Cl)c(Cl)c1,0.7,-16,81,56
C/C=C/c1ccc([C@H]2[C@@H](CO)N(CC3CCOCC3)C23CN(S(=O)(=O)CC)C3)cc1,-1.7,-36,-2,x
C[C@@H](NC(=O)C[C@H]1C[C@@H]2c3cc(NC(=O)c4cccnc4)ccc3O[C@@H]2[C@@H](CO)O1)c1ccccc1,1.1,-24,x,7
CO[C@@H]1CN(C)C(=O)c2cc(NS(=O)(=O)CC(F)(F)F)ccc2OC[C@H](C)N(CCC(F)(F)F)C[C@@H]1C,-0.5,12,x,59
O=C(c1ccc(F)cc1)N1CCCCN2[C@H](CO)[C@@H](c3ccc(C#CC4(O)CCCC4)cc3)[C@@H]2C1,-1.7,-4,0,78
COc1cccc(NC(=O)C[C@@H]2CC[C@@H]3[C@H](COc4ccc(NC(=O)C5CCCCC5)cc4C(=O)N3C)O2)c1,-2.1,-19,-7,79
COc1cccc(-c2ccc3c(c2)O[C@@H](CN(C)C(C)=O)[C@H](C)CN([C@@H](C)CO)S3(=O)=O)c1,-1.7,-22,-3,7

# Whole records as entered above:
# COc1ccc(NC(=O)Nc2ccc3c(c2)C(=O)N([C@@H](C)CO)C[C@@H](C)[C@@H](CN(C)C(=O)CCC(F)(F)F)OCCCC[C@H](C)O3)cc1 is listed as GASC1 inh = 0.3; Pf Dd2 inh = -25; C diff HTS = -4; T cruzi growth = 49
# C/C=C/c1ccc([C@H]2[C@@H](CO)N(CC3CCOCC3)C23CN(S(=O)(=O)CC)C3)cc1 is listed as GASC1 inh = -1.7; Pf Dd2 inh = -36; C diff HTS = -2; T cruzi growth = x

# The listing continues:
SMILES,GASC1 inh,Pf Dd2 inh,C diff HTS,T cruzi growth
COc1ccc(NC(=O)Nc2cccc3c2O[C@H](CN(C)CC2CCCCC2)[C@@H](C)CN([C@@H](C)CO)C3=O)cc1,-0.3,-40,-14,63
CC(C)NC(=O)N(C)C[C@@H]1Oc2ccc(NC(=O)Cn3cnnn3)cc2CC(=O)N([C@@H](C)CO)C[C@@H]1C,0.1,6,-4,8
COCC#Cc1ccc2c(c1)O[C@@H](CN(C)S(C)(=O)=O)[C@H](C)CN([C@H](C)CO)S2(=O)=O,0.0,-15,5,2
O=C(C[C@H]1CC[C@@H]2[C@H](COC[C@H](O)CN2C(=O)Nc2ccc(C(F)(F)F)cc2)O1)NCCc1ccncc1,-2.3,-7,-24,33
CC(C)NC(=O)Nc1cccc2c1O[C@@H](CN(C)Cc1ccc(-c3ccccc3)cc1)[C@@H](C)CN([C@@H](C)CO)C2=O,-0.7,9,-6,10
Cc1ccc(S(=O)(=O)N(C)C[C@H]2Oc3ccc(NC(=O)c4ccncc4)cc3C(=O)N([C@H](C)CO)C[C@@H]2C)cc1,-3.2,-47,3,19
COc1ccc(NC(=O)N(C)C[C@H]2OCCCC[C@@H](C)Oc3ccc(NS(=O)(=O)c4ccc(Cl)cc4)cc3C(=O)N([C@H](C)CO)C[C@H]2C)cc1,9.7,34,3,49
COc1ccc(S(=O)(=O)N(C)C[C@@H]2Oc3ccc(NC(=O)NC(C)C)cc3C(=O)N([C@H](C)CO)C[C@@H]2C)cc1,-0.3,-18,-2,-20
C[C@@H]1CN([C@@H](C)CO)C(=O)c2cc(/C=C/c3ccccc3)cnc2O[C@@H]1CN(C)C(=O)C1CCC1,3.7,-49,-1,42
Cc1noc(C)c1S(=O)(=O)Nc1ccc2c(c1)CC(=O)N([C@@H](C)CO)C[C@@H](C)[C@@H](CN(C)C(=O)Nc1ccc(C(F)(F)F)cc1)O2,-2.9,13,-11,5
CNC[C@H]1OCc2cn(nn2)CCCC(=O)N([C@@H](C)CO)C[C@H]1C,-5.2,3,-4,-57
C[C@@H]1CN([C@H](C)CO)C(=O)c2cccc(NC(=O)Nc3ccc(C(F)(F)F)cc3)c2O[C@@H]1CN(C)C(=O)NC1CCCCC1,x,-62,67,52
CC(=O)N(C)C[C@H]1Oc2cc(C#Cc3ccccc3)ccc2S(=O)(=O)N([C@@H](C)CO)C[C@H]1C,2.2,-36,-3,34
COc1ccc(S(=O)(=O)Nc2ccc3c(c2)CC(=O)N([C@@H](C)CO)C[C@H](C)[C@@H](CN(C)S(=O)(=O)c2c(C)noc2C)O3)cc1,2.7,-35,-1,18
C[C@@H]1CCCCO[C@H](CN(C)S(=O)(=O)c2cccs2)[C@@H](C)CN([C@@H](C)CO)C(=O)c2cc(NS(=O)(=O)c3cn(C)cn3)ccc2O1,-0.6,-13,2,x
C[C@@H]1CN([C@@H](C)CO)C(=O)c2cc(NC(=O)c3ccccc3)ccc2O[C@@H](C)CCCCO[C@@H]1CN(C)C(=O)CCCN(C)C,2.6,-41,0,48
COc1ccc2c3c(n(C)c2c1)[C@@H](CO)N(C(=O)C1CCCC1)CC31CN(Cc2cccc(F)c2)C1,-1.1,-19,55,x
CC(=O)N(C)C[C@H]1Oc2cc(C#C[C@@H](C)O)ccc2S(=O)(=O)N([C@@H](C)CO)C[C@H]1C,0.2,43,2,22
COc1ccc(NC(=O)Nc2ccc3c(c2)CC(=O)N([C@H](C)CO)C[C@H](C)[C@H](CN(C)Cc2ccccc2)O3)cc1,0.7,-18,-9,55
CCC(=O)Nc1ccc2c(c1)OC[C@@H](C)N(C(=O)Cc1cccnc1)C[C@H](C)[C@H](OC)CN(C)C2=O,2.5,17,x,-25
C[C@H](CO)N1C[C@H](C)[C@H](CN(C)C(=O)CC2CC2)Oc2cc(C#CCN(C)C)ccc2S1(=O)=O,-0.9,16,0,76
C[C@@H]1CN([C@@H](C)CO)C(=O)c2cc(-c3ccc(F)cc3)cnc2O[C@H]1CN(C)Cc1cccnc1,0.5,28,-6,37
Cc1noc(C)c1NC(=O)Nc1ccc2c(c1)C(=O)N([C@@H](C)CO)C[C@H](C)[C@@H](CN(C)S(=O)(=O)c1ccc(F)cc1)OCCCC[C@H](C)O2,2.1,-62,1,13
O=C(Nc1ccc2c(c1)[C@H]1C[C@@H](CC(=O)N3CCOCC3)O[C@@H](CO)[C@H]1O2)c1cccnc1,2.4,4,0,-30
COCC#Cc1cnc2c(c1)C(=O)N([C@@H](C)CO)C[C@@H](C)[C@H](CN(C)C(=O)C1CCOCC1)O2,-0.9,20,2,-39
COc1ccc(S(=O)(=O)N(C)C[C@H]2OCc3cnnn3CCCC(=O)N([C@H](C)CO)C[C@H]2C)cc1,-1.0,3&-3,2,-5&18
N#C[C@H]1[C@H](c2ccccc2)[C@@H](CO)N1C(=O)CN1CCOCC1,-1.7,30,-9,51
CC(C)NC(=O)N(C)C[C@H]1Oc2c(NS(=O)(=O)c3cccs3)cccc2C(=O)N([C@H](C)CO)C[C@H]1C,-2.2,7,x,-24
C[C@H](CO)N1C[C@H](C)[C@@H](CN(C)S(=O)(=O)c2cn(C)cn2)OCCCC[C@H](C)Oc2ccc(NC(=O)c3ccccc3)cc2C1=O,-0.6,-19,4,-27
O=C(c1ccncc1)N1C[C@H]2[C@@H](c3ccccc31)[C@@H](CO)N2C(=O)c1ccccc1F,2.2,-2,1,14

# Fetched by structure from the entries so far:
SMILES,GASC1 inh,Pf Dd2 inh,C diff HTS,T cruzi growth
CC(C)NC(=O)Nc1cccc2c1O[C@@H](CN(C)Cc1ccc(-c3ccccc3)cc1)[C@@H](C)CN([C@@H](C)CO)C2=O,-0.7,9,-6,10
COc1ccc(S(=O)(=O)Nc2ccc3c(c2)C(=O)N([C@H](C)CO)C[C@@H](C)[C@@H](CN(C)S(=O)(=O)c2ccc(C)cc2)OCCCC[C@H](C)O3)cc1,0.9,-81*,x,x
COc1ccc(NC(=O)Nc2cccc3c2O[C@H](CN(C)CC2CCCCC2)[C@@H](C)CN([C@@H](C)CO)C3=O)cc1,-0.3,-40,-14,63
C[C@H](CO)N1C[C@H](C)[C@H](CN(C)C(=O)Nc2ccc3c(c2)OCO3)Oc2ccc(NC(=O)Cc3ccccc3)cc2C1=O,-1.2,3,-2,32
CNC(=O)C[C@@H]1CC[C@H]2[C@@H](COC[C@H](O)CN2C(=O)Nc2ccc3c(c2)OCO3)O1,2.9,3,1&-3,x
C[C@H](CO)N1C[C@H](C)[C@H](CN(C)C(=O)CC2CC2)Oc2cc(C#CCN(C)C)ccc2S1(=O)=O,-0.9,16,0,76
N#C[C@H]1[C@H](c2ccccc2)[C@@H](CO)N1C(=O)CN1CCOCC1,-1.7,30,-9,51

# Source: PubChem (Broad Institute)
